Assay outcomes as filed in PubChem.
p47phox inh: p47phox/p22phox peptide binding inhibitors, primary screen, biochemical, uHTS, NADPH oxidase regulatory subunit. Neutrophil cytosol factor 1 (Homo sapiens), P14598. fluorescence polarization, 2 h. inhibition, % at 24.7 µM. 220,000 tested, 0.53% active. AID 1274, 2008;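 active = inhibition above about 30%, limit read from the data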;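 also: 0% = p47phox with labelled peptide and 100% = labelled peptide alone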
NPY Y1 blocker: NPY-Y1 receptor antagonists, primary screen, cell-based; Neuropeptide Y receptor type 1 (Homo sapiens), P25929; HEK293-CNG Y1 cells, membrane potential fluorescence; NPY at EC95, then isoproterenol; inhibition, % at 3.6 µM; 200,000 tested, 1% active; AID 1040, 2008;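 active = inhibition above the campaign mean inhibition of all tested compounds plus 3 SD, cut at about 20% in these data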;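 also: 0% = DMSO wells given NPY plus isoproterenol and 100% = isoproterenol alone without NPY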
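Material: HEK293 cells co-expressing NPY Y1 receptor and cyclic-nucleotide gated channel. Timing: compound incubation 1 h at room temperature, readout 45 min post-stimulation. Signal: fluorescence, membrane potential probe.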
BaF3 tox: parental Ba/F3 cell viability inhibition, counter-screen for JAK2V617F inhibitor project, murine pro-B, CellTiter-Glo luminescence | AID 1486, 2009 | CellTiter-Glo ATP luminescence | inhibition, % at 5.6 µM | 220,000 tested, 1.1% active;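 active = inhibition above a per-campaign cutoff, the mean inhibition of all tested compounds plus 3 SD, cut at about 27% in these data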;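 also: 0% = DMSO wells and 100% = JAK Inhibitor I control wells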
Ba/F3 V617F tox: reduced viability of JAK2V617F-dependent Ba/F3 cells, primary screen, JAK2V617F inhibitor project, cell-based, Ba/F3 EpoR-JAK2V617F, luminescence; ATP luminescence; inhibition, % at 5.6 µM; 220,000 tested, 1.1% active; AID 1446, 2008;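 active = inhibition above the campaign mean plus 3 SD over all tested compounds, cut at about 24% in these data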;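 also: cytokine-independent growth of Ba/F3 cells driven by EpoR plus mutant JAK2; 0% = DMSO-treated cells and 100% = JAK inhibitor I control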
S1P4 antag: S1P4 receptor antagonists, primary screen, cell-based | 220,000 tested, 0.26% active | inhibition, % at 4.98 µM | S1P4-expressing cells, antagonist mode, reporter read-out | AID 1510, 2009; in the data active = inhibition above about 29%;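 also: 0% = wells stimulated with agonist and 100% = vehicle wells without agonist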
Target sequence (O95977 whole entry, looked up): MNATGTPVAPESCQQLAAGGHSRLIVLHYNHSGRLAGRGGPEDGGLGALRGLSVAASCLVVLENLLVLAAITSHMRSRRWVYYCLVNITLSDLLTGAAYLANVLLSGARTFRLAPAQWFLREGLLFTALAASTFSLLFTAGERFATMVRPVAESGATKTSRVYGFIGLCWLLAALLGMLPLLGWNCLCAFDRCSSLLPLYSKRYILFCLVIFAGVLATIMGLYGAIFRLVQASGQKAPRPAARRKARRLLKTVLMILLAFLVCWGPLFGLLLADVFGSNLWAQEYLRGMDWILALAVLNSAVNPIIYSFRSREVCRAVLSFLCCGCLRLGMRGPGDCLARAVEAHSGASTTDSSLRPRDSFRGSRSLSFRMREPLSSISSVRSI
NPY2 pot ag: NPY-Y2 potentiators or agonists, primary screen, cell-based; Neuropeptide Y receptor type 2 (Homo sapiens), P49146; 220,000 tested, 0.45% active; cells expressing NPY-Y2, potentiator/agonist read-out; AID 1359, 2008; activation, % at 3.6 µM; in the data active = activation above about 27%;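 also: cells stimulated with NPY near EC25 plus isoproterenol at EC100; 0% = vehicle plus submaximal agonist and 100% = vehicle plus saturating agonist; some results beyond the cut were filed as inactive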
Target sequence (P49146 whole entry, looked up): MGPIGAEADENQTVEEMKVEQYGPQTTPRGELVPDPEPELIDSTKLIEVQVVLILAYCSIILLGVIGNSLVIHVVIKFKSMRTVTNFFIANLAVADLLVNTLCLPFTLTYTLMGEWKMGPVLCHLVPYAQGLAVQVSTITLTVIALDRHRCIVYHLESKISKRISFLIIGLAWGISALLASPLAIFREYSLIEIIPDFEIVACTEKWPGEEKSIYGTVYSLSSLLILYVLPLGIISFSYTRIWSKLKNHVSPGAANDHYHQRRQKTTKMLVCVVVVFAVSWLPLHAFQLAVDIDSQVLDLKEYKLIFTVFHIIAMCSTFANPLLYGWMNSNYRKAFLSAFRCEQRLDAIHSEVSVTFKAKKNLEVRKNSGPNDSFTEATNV
CHOP inhibitor: inhibitors of CHOP promoter induction, primary screen, cell-based, unfolded protein response, luciferase reporter; CHO-K1 CHOP-promoter luciferase, tunicamycin-induced, 15-18 h; inhibition, % at 10 µM; 220,000 tested, 3.8% active;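 active = compounds that reduced the stress-induced luciferase reporter signal by more than about 70% of percent inhibition, limit read from the data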;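 also: 0% = tunicamycin plus vehicle and 100% = wells without tunicamycin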
S1P4 ag: S1P4 receptor agonists, primary screen, cell-based. Sphingosine 1-phosphate receptor 4 (Homo sapiens), O95977. S1P4-expressing cell line, agonist reporter assay. activation, % at 4.98 µM. 220,000 tested, 0.35% active; in the data active = activation above about 11%;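 also: 0% = DMSO vehicle and 100% = reference agonist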
NPY1 pot ag: NPY-Y1 receptor potentiators or agonists, primary screen, cell-based | NPY-Y1 expressing cells, potentiator/agonist activation | activation, % at 3.6 µM | Neuropeptide Y receptor type 1 (Homo sapiens), P25929 | 220,000 tested, 0.37% active | AID 1304, 2008; in the data active = activation above about 33%, passing the limit was not always enough;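 also: cells stimulated with NPY at EC10 then isoproterenol at EC100; 0% = low agonist plus stimulus and 100% = saturating agonist plus stimulus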
* = called active by the depositor; x = no result given.

SMILES | p47phox inh | NPY Y1 blocker | BaF3 tox | Ba/F3 V617F tox | S1P4 antag | NPY2 pot ag | CHOP inhibitor | S1P4 ag | NPY1 pot ag
CCOC(=O)c1ccc(NC(=O)C(=O)NCC2(c3ccc(OC)cc3)CCOCC2)cc1 | -3 | x | 2 | -6 | -18 | 1 | 21 | 0.8 | 26
COc1ccc(-c2cc(C(=O)Nc3ccc(Cl)cc3Cl)c3ccccc3n2)cc1OC | -10 | 6 | 4 | -2 | -11 | -16 | 54 | 0.2 | -29
CCCNS(=O)(=O)c1ccc(OCC(=O)OC)cc1 | 5 | 1 | 8 | 4 | 6 | -15 | -18 | 0.4 | 7
Cc1cccc(NC(=S)N(Cc2ccc(Br)cc2)Cc2ccc(C(=O)O)cc2)c1 | -14 | -2 | 2 | 1 | -1 | 2 | 7 | 0.2 | -5
COc1ccc(C2N(c3ccc(OC)cc3)C(=S)N3CCCN23)cc1 (stereo not given) | -7 | 8 | 9 | -1 | -12 | 2 | -8 | 2.6 | 7
COc1ccc(C(=O)N2CCN(S(=O)(=O)c3cc(Cl)ccc3OC)CC2)cc1 | 1 | -3 | 3 | 0 | -6 | -4 | 26 | 0.8 | -13
O=C(N/N=C/c1cccc([N+](=O)[O-])c1)c1cccc2cc[nH]c12 | -9 | 4 | 0 | -2 | 8 | -2 | 101* | 0.5 | 0
O=C(OCn1nnc2ccccc2c1=O)c1ccc2ccccc2n1 | -2 | 5 | 3 | -3 | -10 | 7 | -8 | 0.1 | -1
O=C(O)c1cn[nH]c1-n1cnnn1 | -10 | -2 | 1 | 0 | -12 | -11 | 26 | 1.8 | -17
O=C(N/N=C/c1ccc(COc2ccc(Br)cc2)o1)c1ccco1 | -9 | 5 | 2 | -1 | -11 | 0 | 18 | -0.8 | -6
Cn1ccc(C(=O)Nc2ccc(Br)cc2Br)n1 | -14 | 0 | 1 | -5 | -3 | 1 | -1 | -1.2 | 8
O=Nc1c(O)n(Cc2cccc(Cl)c2)c2ccccc12 | -12 | 9 | 5 | -2 | 7 | -1 | 73* | -3.5 | 0
COc1ccc(N(C2CSC2)S(=O)(=O)c2ccccc2)cc1 | -14 | 1 | 4 | 0 | 6 | -18 | -16 | 0.3 | -19
COC(=O)/C(C#N)=C/c1c(Oc2cccc(C)c2C)nc2ccccn2c1=O | -11 | x | 1 | -4 | -15 | -3 | 86* | 0.9 | -7
CCOC(=O)C1CCCN(C(=O)Cn2cccc2C(=O)c2ccccc2)C1 (stereo not given) | -4 | 5 | -1 | -1 | 16 | -7 | -31 | -0.9 | 20

Sorted by count of non-hydrogen atoms (ascending): part of the list above.
SMILES | p47phox inh | NPY Y1 blocker | BaF3 tox | Ba/F3 V617F tox | S1P4 antag | NPY2 pot ag | CHOP inhibitor | S1P4 ag | NPY1 pot ag
CCOC(=O)C1CCCN(C(=O)Cn2cccc2C(=O)c2ccccc2)C1 (stereo not given) | -4 | 5 | -1 | -1 | 16 | -7 | -31 | -0.9 | 20
COC(=O)/C(C#N)=C/c1c(Oc2cccc(C)c2C)nc2ccccn2c1=O | -11 | x | 1 | -4 | -15 | -3 | 86* | 0.9 | -7
CCOC(=O)c1ccc(NC(=O)C(=O)NCC2(c3ccc(OC)cc3)CCOCC2)cc1 | -3 | x | 2 | -6 | -18 | 1 | 21 | 0.8 | 26

Structural class, those above with nitrogen in an aromatic ring
SMILES | p47phox inh | NPY Y1 blocker | BaF3 tox | Ba/F3 V617F tox | S1P4 antag | NPY2 pot ag | CHOP inhibitor | S1P4 ag | NPY1 pot ag
COc1ccc(-c2cc(C(=O)Nc3ccc(Cl)cc3Cl)c3ccccc3n2)cc1OC | -10 | 6 | 4 | -2 | -11 | -16 | 54 | 0.2 | -29
O=C(N/N=C/c1cccc([N+](=O)[O-])c1)c1cccc2cc[nH]c12 | -9 | 4 | 0 | -2 | 8 | -2 | 101* | 0.5 | 0
O=C(OCn1nnc2ccccc2c1=O)c1ccc2ccccc2n1 | -2 | 5 | 3 | -3 | -10 | 7 | -8 | 0.1 | -1
O=C(O)c1cn[nH]c1-n1cnnn1 | -10 | -2 | 1 | 0 | -12 | -11 | 26 | 1.8 | -17
Cn1ccc(C(=O)Nc2ccc(Br)cc2Br)n1 | -14 | 0 | 1 | -5 | -3 | 1 | -1 | -1.2 | 8
O=Nc1c(O)n(Cc2cccc(Cl)c2)c2ccccc12 | -12 | 9 | 5 | -2 | 7 | -1 | 73* | -3.5 | 0
COC(=O)/C(C#N)=C/c1c(Oc2cccc(C)c2C)nc2ccccn2c1=O | -11 | x | 1 | -4 | -15 | -3 | 86* | 0.9 | -7
CCOC(=O)C1CCCN(C(=O)Cn2cccc2C(=O)c2ccccc2)C1 (stereo not given) | -4 | 5 | -1 | -1 | 16 | -7 | -31 | -0.9 | 20

Next results follow:
SMILES | p47phox inh | NPY Y1 blocker | BaF3 tox | Ba/F3 V617F tox | S1P4 antag | NPY2 pot ag | CHOP inhibitor | S1P4 ag | NPY1 pot ag
CC1=C(C(=O)OCC2CCCO2)C(c2ccsc2)C2=C(CCCC2=O)N1 (stereo not given) | -4 | 1 | 6 | 3 | -35 | -7 | -2 | 0.6 | 13
CCOC(=O)NCC(C#CCN(CC)CC)N(CC)CC (stereo not given) | -7 | 2 | 1 | -3 | -8 | 2 | 22 | 1.8 | 7
Cc1cc(C)c2nc(-c3ccccn3)cc(C(=O)Nc3ccc(S(=O)(=O)Nc4cc(C)on4)cc3)c2c1 | -34 | 2 | 1 | 0 | 12 | -5 | 14 | -0.9 | 13
CCC(Sc1nc2cc3c(cc2c(=O)n1Cc1ccco1)OCO3)C(=O)NCCOC (stereo not given) | -10 | -4 | 2 | -3 | -11 | -13 | 22 | -0.1 | 5
Cc1cc(NCCNC2=CC(=O)CCC2)nc2ccccc12 | -10 | -1 | 4 | -3 | -12 | -15 | -2 | -0.3 | -29
COc1ccc(CCNC(=O)CCn2c(SCC#N)nc3ccccc3c2=O)cc1OC | -4 | 3 | 10 | 1 | -7 | -3 | 14 | 1.1 | 8
COC(=O)CSc1nnnn1-c1ccccc1 | 0 | -3 | -4 | -4 | -5 | 3 | 15 | 2.2 | 14
O=C(Nc1ccc(N2CCOCC2)c(S(=O)(=O)Nc2ccc(Cl)cc2)c1)c1cnccn1 | -11 | x | 0 | -1 | -14 | 30 | 0 | 0.1 | 18
O=C(Nc1nc(-c2nc3ccccc3s2)cs1)c1ccc(S(=O)(=O)N2CCOCC2)cc1 | -7 | -3 | 1 | -2 | -12 | -10 | x | 1.4 | -19
NC(=NCCc1c[nH]c2ccccc12)NS(=O)(=O)c1cc(F)ccc1F | 1 | 7 | 0 | 0 | -20 | 9 | 25 | 0.5 | -5
COc1ccc(CCC(C)Nc2cccc(F)c2)cc1 (stereo not given) | -12 | 17 | 4 | 6 | -11 | -17 | 88* | -1.4 | -13
N#Cc1c(NC(=O)CN2CCOCC2)oc(-c2ccccc2)c1-c1ccccc1 | -15 | -2 | 6 | 2 | 1 | 7 | 35 | -2.3 | 5
COc1cccc(C2C3=C(CC(C)(C)CC3=O)Nc3cc4c(cc32)OCO4)c1 (stereo not given) | -15 | 5 | 2 | -3 | -15 | -1 | 13 | -0.5 | -3
CC1Cc2ccccc2N1C(=O)CN1C(=O)CN(C)C(=O)c2ccccc21 (stereo not given) | -11 | 4 | 0 | -1 | -13 | -6 | 1 | 2.1 | -9
CN(C)C(=O)CSc1nc2ccccc2c(=O)[nH]1 | -9 | 8 | 5 | 0 | 11 | -6 | 27 | 0.5 | -10
CCOC(=O)Cn1cnc2c(nnn2-c2ccc(C)cc2)c1=O | -8 | -5 | -2 | -2 | -17 | -11 | -4 | 2.2 | 17
CCCOc1ccc(OCC(=O)c2[nH]c(C)c(C(C)=O)c2C)cc1 | -13 | -4 | 7 | 1 | -5 | -3 | 5 | 0.8 | -4
c1ccc(Cn2ncc3c(N4CCOCC4)ncnc32)cc1 | -2 | 7 | 4 | -4 | -22 | -12 | 11 | -1.2 | -35
Nc1ncnc(NCc2ccc(F)cc2)c1[N+](=O)[O-] | -7 | 3 | 4 | -6 | -25 | -3 | 51 | 2.1 | 10
CCC(=O)Nc1ccc(C(=O)CSc2nc3ccccc3[nH]2)cc1 | -9 | 1 | 7 | -1 | -11 | 1 | -15 | 0.9 | -4
O=C1CC(N2CCN(Cc3ccc4c(c3)OCO4)CC2)C(=O)N1CCc1ccccc1 (stereo not given) | -2 | 1 | 4 | -3 | -34 | -9 | 32 | 2.4 | -12
CCOc1ccc(C)cc1S(=O)(=O)n1ccnc1 | 0 | -1 | -2 | -3 | -5 | 0 | 2 | 4.0 | 1
COc1ccc(N2CCN(C(=O)CSc3nc4[nH]ncc4c(=O)n3-c3ccc(Br)cc3)CC2)cc1 | 4 | -2 | 6 | 2 | 1 | 12 | 32 | -0.2 | 25
COc1ccccc1CNC(=O)CN(CCc1ccccc1)S(C)(=O)=O | -7 | -1 | 0 | 3 | -6 | -7 | 4 | -0.4 | -27
N#Cc1c2c(c(Nc3ccccc3)n3c1nc1ccccc13)CCC2 | -5 | -3 | 1 | -5 | 0 | 29 | 21 | 3.1 | 39
CCc1nnc(NC(=O)CSc2nnc3ncccn23)s1 | -13 | 7 | 6 | -2 | -14 | -7 | -12 | -0.1 | -10
C/C(=N\NC(=O)Cn1ccc(C(F)(F)F)n1)c1ccco1 | 2 | -4 | 8 | 2 | 5 | -2 | 20 | 0.5 | -1
CS(=O)(=O)N(CC(=O)N1CCCC1)c1ccc(OCc2ccccc2)cc1 | -6 | -5 | 4 | -3 | -26 | 5 | 17 | -1.1 | -13
O=C(Nc1ccc(Cl)c([N+](=O)[O-])c1)c1cnccn1 | 0 | 4 | 4 | -4 | 4 | -3 | -26 | -0.2 | -6
CCOc1ccc(C(=O)N/N=C/c2ccc(-c3ccc(S(=O)(=O)Nc4ncccn4)cc3)o2)cc1 | -15 | 1 | 3 | -1 | -5 | -12 | -3 | -2.2 | -10
O=C1/C(=C/c2ccccc2)Nc2ccccc21 | -48 | 16 | 0 | -1 | -3 | 7 | -192 | -0.2 | 41
Cc1ccc(C)c(NC(=O)C2(C)CC3c4ccccc4C2c2ccccc23)c1 (stereo not given) | -1 | 0 | 1 | -3 | -7 | -4 | 30 | -1.6 | 24
c1cncc(-c2nn3c(Cn4cnc5ccccc54)nnc3s2)c1 | -2 | -3 | 3 | -4 | 1 | 2 | 2 | -2.2 | 9
O=C(c1ccc2c(c1)OCCO2)C1CCN(S(=O)(=O)c2ccc(F)cc2)CC1 | -9 | -1 | 5 | 1 | -19 | -5 | 8 | 1.6 | -22
O=C(O)CNC(=O)c1ccc2c(c1)OCCO2 | 7 | 15 | 2 | 0 | 1 | -24 | 6 | -1.0 | -9
